From PubChem
NR2E3 ag-1 – NR2E3 agonists in two-hybrid cells, primary screen, cell-based, luminescence, CHO-S, Gal4-NCOR/VP16-NR2E3; luciferase; AID 602229, 2012; inhibition of corepressor binding, % at 3.98 µM; hit rate 0.35% among 360,000; Photoreceptor-specific nuclear receptor (Homo sapiens), Q9Y5X4;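 active = inhibition above the mean of all tested compounds plus 3 SD, cut at about 70% in these data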;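 note: 0% = DMSO with NR2E3 transfected cells and 100% = cells lacking NR2E3 construct; higher means lower luciferase signal from less NR2E3 corepressor binding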
Peg3 promoter – Peg3 promoter-driven luciferase inhibitors, primary screen, cell-based, HeLa, luciferase luminescence. HeLa PEG-Prom luciferase reporter, overnight. hit rate 1.7% among 360,000. inhibition, % at 20 µM. AID 588405, 2011;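 active = inhibition of at least 50% at 20 µM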
NR2E3 ag-2 – inhibitors of NR2E3-RetCOR corepressor binding, primary screen, NR2E3 agonist project, biochemical, TR-FRET, GST-NR2E3, biotin-RetCOR; Photoreceptor-specific nuclear receptor (Homo sapiens), Q9Y5X4; 1536-well; inhibition of corepressor binding, % at 4.78 µM; hit rate 0.12% among 320,000; AID 2300, 2010;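 active = percent inhibition above the cutoff of mean plus 3 SD of all tested compounds, set per screening campaign, cut at about 20% in these data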;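 note: 0% = DMSO wells and 100% = biotin wells as full block of FRET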
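Material – GST-tagged NR2E3 plus biotinylated RetCOR corepressor · Quantity – NR2E3 fusion 1.35 nM · Times – 5 h incubation at 4 °C · Medium – pH 7.5 Tris-based buffer · Technique – TR-FRET, Eu(K)-anti-GST donor, streptavidin-D2 acceptor, ex 340, em 617/671 nm · Benchmarks – high control biotin, low control 0.6% DMSO · Format – 1536-well plates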
CaV13 ICDI inh – Primary screen for inhibitors of IQ motif and Ca2+-dependent inactivation inhibitor domain binding in CACNA1D, Förster resonance energy transfer in living cells, … | HEK cells, CFP/YFP FRET ICDI-IQ, plate reader, 10 min; percent FRET-ratio fall versus neutral wells | inhibition, % at 12.3 µM | hit rate 0.098% among 340,000 | AID 743397;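 active = mean replicate inhibition of at least 30% and at least 1% of replicates passing that level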;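 note: 0% = median of the neutral control wells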
Shn3 inh set2 – reduction of Shn3 3'UTR firefly luciferase signal, primary screen, Schnurri-3 inhibitor project, cell-based, Clone20 osteoblasts, set 2; Clone20 osteoblast Shn3 3'UTR firefly luciferase, 24 h; inhibition, % at 12.5 µM; hit rate 0.52% among 360,000;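 active = mean inhibition of at least 75% with every replicate also reaching 75%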;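 note: 0% = median of neutral control wells and 100% = pilot-screen positive control compound; some compounds past the cut are filed as inactive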
m5-HT2A agonist – mouse Htr2a agonists via beta-arrestin recruitment, primary screen, cell-based, luminescence; CHO-K1 mHTR2A beta-arrestin complementation; percent of 30 µM serotonin response; activation, % at 7.6 µM; 5-hydroxytryptamine receptor 2A (Mus musculus), P35363; hit rate 0.66% among 360,000;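 active = activation above a run cutoff, the mean activation of all tested compounds plus 3 SD, cut at about 14% in these data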;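 note: 0% = plate median of compound wells and 100% = 30 µM serotonin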
Target sequence (P35363 whole entry, looked up): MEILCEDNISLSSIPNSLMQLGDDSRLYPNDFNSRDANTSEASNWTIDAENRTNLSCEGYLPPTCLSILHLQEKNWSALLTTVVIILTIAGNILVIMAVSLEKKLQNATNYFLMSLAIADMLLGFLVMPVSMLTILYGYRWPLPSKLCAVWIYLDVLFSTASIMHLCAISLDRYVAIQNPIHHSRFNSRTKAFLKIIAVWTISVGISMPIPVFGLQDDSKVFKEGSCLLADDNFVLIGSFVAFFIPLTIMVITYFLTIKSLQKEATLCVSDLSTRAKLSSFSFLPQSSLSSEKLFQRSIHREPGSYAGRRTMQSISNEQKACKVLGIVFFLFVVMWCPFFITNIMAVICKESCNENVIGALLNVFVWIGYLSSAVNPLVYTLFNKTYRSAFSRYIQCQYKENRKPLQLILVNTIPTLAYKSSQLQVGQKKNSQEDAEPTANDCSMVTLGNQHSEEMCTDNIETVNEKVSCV
MITF TRPM1 inh – inhibitors of MITF-dependent TRPM1 promoter reporter, primary screen, cell-based, SK-MEL-5, single point, luciferase; SK-MEL-5 TRPM1 promoter luciferase, 24 h; inhibition, % at 12.5 µM; hit rate 0.83% among 330,000;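 active = mean inhibition across replicates of 60% or more, whatever share of single replicates reaches that level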; note: values of inactives mirror those of a sister screen read the other way
hiPSC survival – enhancers of single-cell hiPSC survival, primary screen, ATPlite luminescence; 100% = ROCK inhibitor wells, 0% = DMSO; survival enhancement, % at 20 µM; hit rate 0.044% among 360,000; in the data active = survival enhancement above about 18%;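 note: cells exposed to compounds for 16 hours before the ATP read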
PDI turbidity – inhibitors of human PDI, primary screen, biochemical, turbidity, single point, plate reader | Protein disulfide-isomerase (Homo sapiens), P07237 | inhibition, % at 10 µM | hit rate 0.052% among 350,000 | PDI insulin aggregation turbidity, A650, 90 min;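 active = mean inhibition across replicates of 30% or more, whatever share of single replicates reach that level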;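 note: absorbance from insulin aggregation driven by PDI reduction with DTT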
Target sequence (P07237 whole entry, looked up): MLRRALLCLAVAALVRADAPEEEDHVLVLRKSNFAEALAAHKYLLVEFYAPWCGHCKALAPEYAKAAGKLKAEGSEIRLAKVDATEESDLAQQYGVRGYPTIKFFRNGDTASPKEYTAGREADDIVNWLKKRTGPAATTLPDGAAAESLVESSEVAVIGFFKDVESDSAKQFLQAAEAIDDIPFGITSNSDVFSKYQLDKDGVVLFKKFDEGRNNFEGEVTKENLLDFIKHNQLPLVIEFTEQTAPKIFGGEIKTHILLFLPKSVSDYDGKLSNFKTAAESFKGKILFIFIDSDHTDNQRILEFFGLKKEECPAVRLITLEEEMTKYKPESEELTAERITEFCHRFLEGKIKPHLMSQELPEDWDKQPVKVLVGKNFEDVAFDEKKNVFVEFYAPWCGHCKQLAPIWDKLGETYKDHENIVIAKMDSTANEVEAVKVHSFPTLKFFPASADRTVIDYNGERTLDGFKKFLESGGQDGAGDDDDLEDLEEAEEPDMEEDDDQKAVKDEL
HIF-2a block – HIF-2a reporter inhibitors, primary screen, luminescence, 786-0 RCC cells. 786-0 RCC cells HIF-2a reporter, luciferase luminescence, overnight. inhibition, % at 18.8 µM. hit rate 0.72% among 360,000. AID 624352, 2012;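 active = inhibition of the luminescence signal of 40% or more relative to plate controls, in a single-dose primary screen at 18.75 µM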
H9c2 protect – cardioprotection against H2O2-induced cell death, primary screen, uHTS, H9c2 cells, ATPLite luminescence; H9c2 cardiomyocytes, H2O2 injury protection, 2 h; protection from H2O2 cell death, % at 20 µM; hit rate 0.63% among 360,000;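 active = compounds giving at least 50% protection of heart cells from peroxide-induced death in the single-dose screen, raw or plate-pattern-corrected value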;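 note: 0% = DMSO wells with peroxide and 100% = DMSO wells without peroxide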
* hit, by the source's call; nt = no result given; & = joins results of further samples.

nr	SMILES	m5-HT2A agonist	NR2E3 ag-1	PDI turbidity	hiPSC survival	Peg3 promoter	H9c2 protect	Shn3 inh set2	MITF TRPM1 inh	HIF-2a block	NR2E3 ag-2	CaV13 ICDI inh
1	CCOC(=O)CSCc1cn2cc(Cl)ccc2n1	3	-26	-4	1.4	-17	4	14	-10	-31	1	-7
2	COc1ccc(/C=C(\C#N)C(=O)Nc2cc(C)c(Cl)cc2OC)cc1O	-1	-3	-7	-0.5	20	-13	10	5	16	-2	-16
3	COc1[nH]c2ccc(F)cc2c1C(=O)OCC1CCN(CCNS(C)(=O)=O)CC1	-10	-35	14	2.8	-9	45	0	10	-9	2	-5
4	CN(C)CCCN(C(=O)c1ccc(S(=O)(=O)N2CCCCC2)cc1)c1nc2cc3c(cc2s1)OCO3	-5	-10	1	-0.4	-31	-2	24	6	3	-2	-8
5	COc1cccc(NC(=O)c2ncc(Cl)c(Cl)c2Cl)c1	2	-4	-2	-0.4	-193	-8	-53	-9	-147	-2	-7
6	COc1ccc(-c2ccc(C(C)=O)cc2)cc1[C@H]1[C@H]2C=CC[C@@H](C)[C@@H]2C(=O)N1Cc1ccccc1	5	1	2	-1.4	16	-13	33	-17	25	5	-11
7	O=C(NCC1CCCO1)c1nn2c(C(F)(F)F)cc(-c3ccco3)nc2c1Cl (stereo not given)	0	-6	4	0.0	10	3	-2	-19	15	-2	nt
8	Cc1cc2ncc(Cl)nc2cc1C	-2	-24	-1	-1.1	11	-1	-22	-23	9	3	-9
9	CC(Sc1n[nH]c(N)n1)C(=O)NC1CCCCC1C (stereo not given)	-3	11	-7	-0.2	3	0	3	-17	9	3	nt
10	O=C(NCCN1C(=O)S/C(=C\c2ccccc2F)C1=O)C1CCCN1C(=O)c1cccs1 (stereo not given)	0	21	3	-1.3	-10	2	8	19	14	-1	-3
11	O=C(CSc1nnc(CNC(=O)c2cccs2)o1)Nc1ccccc1F	-2	-30	-1	-0.6	-6	4	-28	2	8	0	-2
12	N/C(=N\OC(=O)c1ccc(Cl)cc1)c1[nH]ncc1Br	3	-181	7	-0.6	-159	-28	-24	-59	-112	-1	-5
13	Cc1[nH]nc(N=CC2=C(O)CC(c3ccco3)CC2=O)c1-c1ccccc1 (stereo not given)	1&5	-11&-15	-3&0	-0.5&0.7	-45&-17	3&4	6&-3	2&-2	-87&-49	6	-6&-9
14	COc1ccc(OCC(=O)N/N=C2\CCCCc3ccccc32)cc1	0	4	7	-0.1	6	0	-51	-11	20	1	-2
15	Cc1cc2occ(CC(=O)Nc3nccs3)c2cc1C(C)C	-1	-3	11	-2.4	16	-5	10	16	2	0	-7
16	COC(=O)c1ccc(C23CC4(C2)[C@H](CN(C)[C@@H]4c2ccccc2)C3c2ccccc2)cc1 (stereo not given in full)	-6	-35	0	-2.3	16	-25	23	-16	-8	2	-4
17	Cc1cc(Sc2nnc(/N=C/N(C)C)s2)c2ccccc2n1	-8	18	-5	-0.9	14	-1	-10	35	35	2	-5
18	O=C(c1ccccc1Cl)N(Cc1ccc(Br)cc1)N1C(=O)CCC1=O	-8	-12	0	-0.2	10	3	-39	3	13	3	-15
19	COc1ccc(Cl)cc1C(=O)Nc1ccc(NC(=O)c2ccco2)cc1	1	-25	-35	-0.3	-27	1	14	-17	-15	3	nt
20	CCc1ccc(NC(=O)Cn2nnc(C(=O)NCc3ccc4c(c3)OCO4)c2N)cc1	1	-18	8	0.6	13	-13	-6	5	9	0	-4
21	Fc1ccc(-c2nnc3ccc(N4CCCC4)nn23)cc1	2	-17	-8	-0.9	10	15	-9	-10	11	2	-6
22	Cc1ccc2ccc(S(=O)(=O)NCc3ccco3)cc2c1	-1	-24	-5	-0.6	-55	-3	1	-14	-46	2	-3
23	COc1ccc(-c2noc(CNS(=O)(=O)c3ccccc3)n2)cc1	-5	-44	3	-0.3	-55	0	-5	-5	-98	1	-6
24	CN(C)S(=O)(=O)c1ccc(N2CCCC2)c(C(=O)NNC(=O)COc2ccccc2Cl)c1	8	-19	2	-0.4	-5	3	5	-3	6	-2	-12
25	COc1cccc(CN2CC(C(=O)NCCCn3ccnc3C)CCC2=O)c1 (stereo not given)	4	-8	0	0.8	-5	2	-20	-1	4	1	-6

The results go on:
nr	SMILES	m5-HT2A agonist	NR2E3 ag-1	PDI turbidity	hiPSC survival	Peg3 promoter	H9c2 protect	Shn3 inh set2	MITF TRPM1 inh	HIF-2a block	NR2E3 ag-2	CaV13 ICDI inh
26	CCN(CC)C(=O)C1=C(C)N(CCCOC)C(=O)C(CC(=O)NC2CC2)C1 (stereo not given)	-4	2	-10	-1.2	-9	4	-11	nt	-2	nt	-8
27	FC(F)(F)c1cccc(NC(=S)Nc2ccc(Cl)c(Cl)c2)c1	-2	-3	3	-0.6	24	-12	-63	14	-35	2	-10
28	CCN(CC)CCN1C(=O)C(=O)/C(=C(/O)c2c(C)[nH]c(C(=O)OC)c2C)C1c1cccnc1 (stereo not given)	5	-15	-1	2.2	14	-6	-3	8	3	0	-3
29	O=C(NCc1ccccn1)c1ccc(=O)oc1	6	27	-1	1.3	6	-6	-21	-4	0	-2	-3
30	COc1ccc(/C=N/NC2=NS(=O)(=O)c3ccccc32)cc1OC(C)=O	-5	-20	2	-0.6	9	-2	0	5	11	1	-18
31	Cc1ccc(C)c(N(C(=O)c2ccco2)C(C(=O)NC2CCCC2)c2ccco2)c1 (stereo not given)	-7	3	7	0.2	0	6	9	2	0	3	-4
32	CCN(CC)C(=O)c1csc([C@@H]2O[C@H](CO)[C@H](O)[C@H](O)[C@H]2O)n1	-4	3	0	0.3	4	12	-6	nt	0	nt	-10
33	CCOc1ccccc1N1CCN(C(=O)[C@@H]2CCCN2C2=NS(=O)(=O)c3ccccc32)CC1	-6	0	-3	-0.4	-3	-12	8	-7	1	2	-6
34	C(#Cc1c(-c2ccsc2)sc2ccccc12)c1ccsc1	-3	6	1	0.5	0	-13	3	7	6	nt	-5
35	Cc1ccc(S(=O)(=O)N2CCOCC2)cc1C(=O)N1CCC(Cc2ccccc2)CC1	6	12	-6	1.9	16	-3	1	-8	10	-1	-3
36	COCc1c(C(=O)N/N=C/c2c[nH]c3ccccc23)nnn1-c1nonc1N	-12	-18	3	0.4	10	1	-79	6	10	-1	-7
37	Cc1ccc(C)c(S(=O)(=O)N/N=C/c2ccc(F)cc2)c1	-1	-1	-9	0.3	7	-1	4	4	11	-1	-7
38	CCc1cccc(CC)c1-n1c(SCn2nnc3ccccc3c2=O)nnc1-c1cccnc1	-2	-17	3	2.1	16	6	-2	-3	-3	-1	0
39	COc1ccccc1CN1CCNC(=O)C1CC(=O)N(C)Cc1ccon1 (stereo not given)	4	-21	7	-0.9	9	3	-7	11	15	-3	-19
40	O=C1/C(=C\c2ccccc2)CN(C(=O)CCN2CCCCC2)C/C1=C/c1ccccc1	-10	-12	1	3.5	97*	-15	94*	109*	90*	nt	-10
41	O=C(CSc1nccn1-c1cccc(Cl)c1)NC1CCCC1	-3	-5	-3	-1.1	-4	-9	-4	-2	21	2	0
42	NC(=O)CC(NC(=O)Cc1cccc2ccccc12)c1ccc(NCc2ccccc2)c([N+](=O)[O-])c1 (stereo not given)	-3	-7	1	0.4	33	0	-7	-2	3	0	-7
43	CCCCc1c(-c2ccc(F)cc2F)ncn1CCc1ccccc1OC	-3	-39	nt	-0.6	nt	nt	nt	nt	-17	nt	-9
44	CCN1CCN(C(=O)c2ccc3c(=O)n(C4CCCC4)c(=S)[nH]c3c2)CC1	-3	3	6	-0.1	15	2	7	8	17	1	-4
45	O=C(NCc1cccs1)C1CCN(c2ccc(S(=O)(=O)N3CCOCC3)cc2Cl)CC1	4	-15	9	1.4	16	-8	31	24	6	5	-8
46	COc1ccc(OC)c(C2C=C(c3ccc(C)c(C)c3)Nc3nnnn32)c1 (stereo not given)	-1	-18	3	2.9	20	3	-3	25	4	2	nt
47	Cn1c(=O)c2c(nc(CN3CCc4ccccc4C3)n2Cc2ccc(Cl)cc2)n(C)c1=O	0	-4	10	-1.4	17	26	7	-2	15	7	nt
48	CN(c1ccccc1)S(=O)(=O)c1ccc(Cl)c(C(=O)NC2=NCCS2)c1	-2	-8	4	2.5	11	-2	28	-10	12	1	-4

Grouped by structure: those above containing an NH in an aromatic ring
nr	SMILES	m5-HT2A agonist	NR2E3 ag-1	PDI turbidity	hiPSC survival	Peg3 promoter	H9c2 protect	Shn3 inh set2	MITF TRPM1 inh	HIF-2a block	NR2E3 ag-2	CaV13 ICDI inh
3	COc1[nH]c2ccc(F)cc2c1C(=O)OCC1CCN(CCNS(C)(=O)=O)CC1	-10	-35	14	2.8	-9	45	0	10	-9	2	-5
9	CC(Sc1n[nH]c(N)n1)C(=O)NC1CCCCC1C (stereo not given)	-3	11	-7	-0.2	3	0	3	-17	9	3	nt
12	N/C(=N\OC(=O)c1ccc(Cl)cc1)c1[nH]ncc1Br	3	-181	7	-0.6	-159	-28	-24	-59	-112	-1	-5
13	Cc1[nH]nc(N=CC2=C(O)CC(c3ccco3)CC2=O)c1-c1ccccc1 (stereo not given)	1&5	-11&-15	-3&0	-0.5&0.7	-45&-17	3&4	6&-3	2&-2	-87&-49	6	-6&-9
28	CCN(CC)CCN1C(=O)C(=O)/C(=C(/O)c2c(C)[nH]c(C(=O)OC)c2C)C1c1cccnc1 (stereo not given)	5	-15	-1	2.2	14	-6	-3	8	3	0	-3
36	COCc1c(C(=O)N/N=C/c2c[nH]c3ccccc23)nnn1-c1nonc1N	-12	-18	3	0.4	10	1	-79	6	10	-1	-7
44	CCN1CCN(C(=O)c2ccc3c(=O)n(C4CCCC4)c(=S)[nH]c3c2)CC1	-3	3	6	-0.1	15	2	7	8	17	1	-4

Values in list order from the entries so far.
hiPSC survival, entries 20–23: 0.6, -0.9, -0.6, -0.3
